L3MBTL1 inh: L3MBTL1 (human) inhibition. Q9Y468. hit rate 0.66% among 230,000. AlphaScreen L3MBTL1–H3K9me1 peptide binding. Potency, µM (doses to about 57.1 µM), without a hit: top-dose activity, negative = inhibition, usual class: inhibitors; note: % is set by controls: 0 for no effect and ±100 for the full control effect; nearly all actives have a fitted effect of over 60% in size
Target sequence (Q9Y468 whole entry, looked up): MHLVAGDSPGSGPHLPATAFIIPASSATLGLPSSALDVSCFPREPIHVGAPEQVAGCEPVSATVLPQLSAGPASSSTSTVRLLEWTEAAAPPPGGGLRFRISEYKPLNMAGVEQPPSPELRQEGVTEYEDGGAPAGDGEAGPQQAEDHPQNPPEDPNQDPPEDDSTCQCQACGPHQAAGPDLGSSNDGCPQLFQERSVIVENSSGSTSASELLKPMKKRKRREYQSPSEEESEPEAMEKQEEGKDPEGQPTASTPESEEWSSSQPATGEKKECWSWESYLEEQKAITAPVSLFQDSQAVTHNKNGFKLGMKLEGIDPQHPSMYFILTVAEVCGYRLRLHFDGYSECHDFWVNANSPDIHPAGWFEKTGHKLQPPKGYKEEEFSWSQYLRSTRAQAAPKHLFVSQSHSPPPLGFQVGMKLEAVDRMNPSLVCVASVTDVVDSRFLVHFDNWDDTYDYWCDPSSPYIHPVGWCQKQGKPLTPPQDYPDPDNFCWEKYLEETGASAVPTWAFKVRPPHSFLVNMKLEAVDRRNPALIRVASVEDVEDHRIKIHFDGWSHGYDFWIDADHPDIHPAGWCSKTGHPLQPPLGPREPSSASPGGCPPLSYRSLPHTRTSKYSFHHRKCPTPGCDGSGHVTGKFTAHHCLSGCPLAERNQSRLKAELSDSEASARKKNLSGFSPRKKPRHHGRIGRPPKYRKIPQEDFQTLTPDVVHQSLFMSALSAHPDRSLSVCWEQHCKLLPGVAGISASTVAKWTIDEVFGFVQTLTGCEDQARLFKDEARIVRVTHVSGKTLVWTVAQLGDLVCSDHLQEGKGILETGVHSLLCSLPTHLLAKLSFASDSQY
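AlphaScreen assay: L3MBTL1 (50 nM final) was preincubated 30 min at room temperature with biotinylated H3(1-15)K9me1 peptide (75 nM final), then 30 min with library compounds; streptavidin donor and nickel chelate acceptor beads (10 ug/mL final) added, 30 min dark.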
TR SRC2 fluor cs: alters Texas Red total fluorescence, flagging assay interference; Potency, µM (doses to about 106 µM), inactives show at the highest dose fluorescence change, negative = quenching; TRb/SRC2 Texas Red total fluorescence interference; hit rate 0.29% among 280,000; active = well fitted curve in either direction with a large enough effect; inconclusive = small, poorly fitted or top-dose-only effect; note: % is set by controls: 0 for no effect and ±100 for the full control effect
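Flags fluorescent or light-absorbing compounds by total fluorescence, S + 2P, at 555 nm excitation and 632 nm emission. Mixture: 20 nM Texas Red SRC2 peptide, 0.6 uM human TRb LBD, 1 uM T3, 5% DMSO; compound exposure 5 h at ambient temperature.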
Tau fluor cs: counter-screen for tau fibril formation inhibitors. tau K18 P301L Alexa594 fluorescence, heparin fibrillization. Potency, µM (series often up to 57.7 µM), inactives show top-dose activity change, negative = decrease. hit rate 0.93% among 280,000. AID 1463; note: % is set by controls: 0 for no effect and ±100 for the full control effect; nearly all actives have a fitted effect of over 55% in size
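Human K18 P301L tau (15 uM unlabeled plus 0.24 uM Alexa 594-labeled, final) in 100 mM sodium acetate pH 7 was mixed with compound and 20 uM heparin and incubated 6 hr at 37 C.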
Tau fibril ThT: inhibitors of human tau fibril formation, thioflavin T binding; Potency, µM (series often up to 57.4 µM), inactives show top-dose activity, negative = inhibition, actives largely listed as inhibitors; recombinant tau K18 P301L (four-repeat tau fragment), heparin-induced fibrillization, ThT fluorescence; hit rate 2.1% among 270,000; P10636; note: % is set by controls: 0 for no effect and ±100 for the full control effect; nearly all actives have a fitted effect of over 55% in size
Target sequence (P10636 561-689 P618L limits assumed): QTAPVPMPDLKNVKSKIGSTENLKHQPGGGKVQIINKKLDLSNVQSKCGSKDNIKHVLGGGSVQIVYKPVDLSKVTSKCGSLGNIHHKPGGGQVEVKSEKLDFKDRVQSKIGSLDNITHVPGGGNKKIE
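Tau K18 P301L fragment (15 uM unlabeled plus 0.24 uM Alexa 594-labeled) in 100 mM sodium acetate pH 7 with compound, fibrillization induced by 20 uM heparin for 6 hr at 37 C. Thioflavin T (30 uM) added, fluorescence read after 1 hr (ex 450, em 510 nm).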
Tau FP inhib: tau fibrillization inhibition (FP); P10636; K18 P301L tau heparin fibrillization, Alexa594 FP, 6 h; Potency, µM (series often up to 57.7 µM), inactives show at the highest dose activity, negative = inhibition, hits mostly inhibitors; hit rate 0.39% among 280,000; note: % is set by controls: 0 for no effect and ±100 for the full control effect; nearly all actives have a fitted effect of over 55% in size
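Recombinant K18 P301L […], labeled with Alexa 594 at 0.24 uM over 15 uM unlabeled; heparin inducer 20 uM final; 37 C, 6 hr; FP endpoint.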
HTT ATP protect: protects HTT-Q103 PC12 cells, measured by ATP; AID 1471; PC12 HTT-Q103 induced, cytoprotection, ATP luminescence, 40 h; Potency, µM (doses to about 56.4 µM), for the others: cytoprotection (ATP increase), hits mostly activators; hit rate 0.14% among 230,000;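 note: % of control where 0% means no effect; nearly all actives have a fitted effect of over 45% in size; toxic huntingtin expression switched on by the ecdysone agonist tebufenozide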
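Compounds added alongside 100 nM tebufenozide, which induces toxic Q103 huntingtin exon 1-GFP in stable PC12 cells; surviving cells quantified by luminescent ATP measurement. Medium: phenol red-free DMEM, 5% equine and 5% calf serum.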
TRb-SRC2 inh: inhibitors of human thyroid hormone receptor beta-SRC2 interaction. Potency, µM (titrated, usually from 106 µM), inactives show at the top dose activity change, negative = inhibition, usual class: inhibitors. hit rate 0.065% among 280,000. P10828. TRbeta-SRC2 peptide binding, fluorescence polarization; receptor liganded with 1 µM T3;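 note: plate controls were bound peptide for no effect and peptide without receptor for full effect; nearly all actives have a fitted effect of over 50% in size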
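TRb LBD 0.6 uM + Texas Red SRC2 peptide 20 nM, 1 uM T3, Tris buffer w/ 5% DMSO; compound pinned, 5 h RT; FP read ex 555/em 632; normalized to unbound and bound controls.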
RECQ1 helicase: inhibitors of human RECQ1 DNA helicase; RECQ1 DNA unwinding, red fluorescence kinetic read; Potency, µM (titrated, usually from 57.3 µM), without a hit: top-dose activity, negative = inhibition, usual class: inhibitors; P46063; hit rate 0.54% among 240,000;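 note: plate controls were vehicle for no effect and no enzyme for full effect; nearly all actives have a fitted effect of over 30% in size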
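50 nM RECQ1T1 preincubated 15 min with compound in Tris pH 8.0 buffer with MgCl2, DTT, Tween-20 and 2.5 ug/ml poly(dI-dC); started with 200 nM TAMRA/BHQ-2 forked duplex and 2 mM ATP. Unwinding read as fluorescence (525/598 nm), two reads 2 h apart.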
Numbers without * were called inactive; i = inactive; u = inconclusive; x = no result given; & = joins results of further samples; [ ] = another dose, or the depositor's remark. Unless noted, calls come from the whole dose curve; as a rule, active = well fitted curve in the direction sought with a large enough effect; inconclusive = small, poorly fitted or top-dose-only effect, or another doubt; inactive = no such curve, though single readings can be large; an effect the other way counts as inactive or inconclusive. Potency is the fitted concentration of half-maximal effect. This is a subset. The share of hits here may be higher or lower than overall.

SMILES	L3MBTL1 inh	TR SRC2 fluor cs	Tau fluor cs	Tau fibril ThT	Tau FP inhib	HTT ATP protect	TRb-SRC2 inh	RECQ1 helicase
O=C(Cn1c(=O)n(-c2ccccc2Cl)c(=O)c2sc3ccccc3c21)NC1CCCCC1	x	3%	-5%	5%	u	x	-2%	x
CC(NCC(O)COCc1ccc(Cl)cc1)c1ccccc1 (configuration not stated)	x	1%	-11%	-8%	-5%	-34%	3%	-11%
O=C(O)Cc1csc2ccccc12	10%	-2%	1%	-8%	0%	9%	-1%	6%
COC(=O)c1cc2sccc2n1Cc1nc(-c2ccc(C)cc2)oc1C	x	u	-9%	-5%	-8%	x	-2%	x
COC(=O)C1=C(C(=O)c2ccccc2)C(c2ccc(O)c(OC)c2)n2nnnc2N1 (configuration not stated)	x	-4%	-6%	-15%	-2%	9%	-18%	-7%
C=CCNC(=S)NNC(=O)c1ccc(=O)n(Cc2ccc(Cl)cc2Cl)c1	x	-1%	-9%	-8%	-6%	-22%	-2%	-17%
Cc1ccc(S(=O)(=O)NC(CC(=O)O)c2ccco2)cc1 (configuration not stated)	15%	-1%	-3%	-6%	3%	-6%[0.074 µM]	-17%	i
CN(NS(=O)(=O)c1ccc(Cl)cc1)c1ncc(C(F)(F)F)cc1Cl	-17%	-2%	-18%	-9%	-4%	-21%	7%	0%
O=C1CC(=O)N(c2cccc(F)c2)N1	0%	-5%	-22%	u	-5%	-7%	-1%	12%
O=C(NC1CC2CCC1C2)c1ccc(CN2CCOCC2)cc1 (configuration not stated)	-6%	1%	2%	1%	5%	-4%	-19%	-4%
COc1ccc(CC(=O)Nc2ccc(S(=O)(=O)Nc3ncccn3)cc2)cc1	x	-4%	-4%	-1%	3%	-50%[inhibitor]	-2%	i
CN1CCN(C(=O)c2cc(COc3c(F)cccc3F)on2)CC1c1ccccc1 (configuration not stated)	-10%	-2%	18%	-14%	22%	6%[10 µM]	-4%	i
CCOc1ccccc1CNC(=O)c1ccc(NC(=O)N2CCSc3ncccc32)cc1	x	-1%	-16%	-3%	-5%	x	-3%	x
O=S1(=O)CC(O)C(N=Nc2c(O)n(Cc3ccccc3)c3ccccc23)C1 (configuration not stated)	-19%	0%	-8%	-12%	6%	-2%[10 µM]	-5%	-11%
Cc1cc2cc(CNC(=S)Nc3ccc(OC(F)(F)F)cc3)ccc2[nH]1	1%	-5%	u	-7%	u	x	0%	-17%
CCOC(=O)N1CCN(C(=O)c2cc3c(s2)-c2ccccc2OC3)CC1	4%	0%	-8%	u	-2%	10%[10 µM]	12%	-3%
CCCCC1NC(C(=O)O)CS1 (configuration not stated)	14%	-3%	3%	-1%	3%	-5%[10 µM]	-3%	1%
C#CCOCCOCCOCCNc1nc(N2CCN(C(=O)[C@H]([C@@H](C)CC)n3cc(CCCCN)nn3)CC2)nc(N2CCN(C(=O)[C@H](C)n3cc(CCC(=O)O)nn3)CC2)n1	0%	-2%	-8%	-1%	-1%	x	0%	-2%
O=C(Nc1nc(-c2cccs2)cs1)c1cccc(S(=O)(=O)N2CCCCC2)c1	-11%	2%	-28%	3%	-8%	18%[1.9 µM]	6%	-11%
CNC(=O)CC1C(=O)N(C)C(=S)N1NC(=O)c1ccccc1 (configuration not stated)	-8%	-3%	25%	11%	6%	2%[10 µM]	-2%	-5%
CN(C)c1ccc(-c2nccc(NCCN3CCOCC3)n2)cc1	x	5%	-11%	u	4%	-30%[inhibitor]	5%	-8%
Cc1ccc(N2C(=O)NC(NC(=O)C(C)(C)C)(C(F)(F)F)C2=O)cc1 (configuration not stated)	9%	-3%	-2%	-7%	-2%	-3%[10 µM]	3%	-4%
CCOc1ccc(C(=O)c2oc3ccccc3c2NC(=O)c2cc(-c3ccc(C)cc3)on2)cc1	x	6%	-3%	0%	-2%	x	-3%	x
Cc1noc(C)c1C(=O)NNc1cc(Cl)ccc1Cl	-5%	-4%	-14%	-10%	2%	-10%[10 µM]	-10%	-7%
CSc1nc2ccccc2c(=O)n1Cc1ccc(F)cc1	8%	-1%	-1%	5%	4%	-20%	-1%	i

A few values from above.
For L3MBTL1 inh, O=C(O)Cc1csc2ccccc12 has the entry 10%
For Tau FP inhib, O=C(Nc1nc(-c2cccs2)cs1)c1cccc(S(=O)(=O)N2CCCCC2)c1 has the entry -8%
For HTT ATP protect, C=CCNC(=S)NNC(=O)c1ccc(=O)n(Cc2ccc(Cl)cc2Cl)c1 has the entry -22%

More compounds follow:
SMILES	L3MBTL1 inh	TR SRC2 fluor cs	Tau fluor cs	Tau fibril ThT	Tau FP inhib	HTT ATP protect	TRb-SRC2 inh	RECQ1 helicase
Cc1cccc(C)c1NC(=S)N1CCC(c2ccccc2)C1 (configuration not stated)	x	1%	-8%	-5%	-5%	-43%[inhibitor]	0%	i
COc1ccc2cc(-c3nc(Cl)c4c5c(sc4n3)CCCC5)c(=O)oc2c1	x	-16%	-4%	u	4%	x	6%	x
CC1CCN(C(c2ccc(F)cc2)c2sc3nc(-c4ccco4)nn3c2O)CC1 (configuration not stated)	x	1%	-8%	-2%	-4%	x	3%	x
CCOc1ccc(-c2nc(C#N)c(NCc3ccco3)o2)cc1	-18%	-5%	-24%	-7%	8%	x	0%	0%
O=C(CN1C(=O)COc2ccc(S(=O)(=O)NC3CCCC3)cc21)Nc1ccc(Cl)cc1	x	0%	u	u	u	x	5%	x
CCOC(=O)c1ccc(NC(=O)CC2C(=O)OCCN2CC)cc1 (configuration not stated)	-8%	3%&0%	-14%&-6%	u	-1%&-2%	x	-5%&-6%	-10%
Cc1cccc(C(=O)NC(=O)Nc2c(C)cc(C)nc2C)c1	1%	1%	-1%	1%	-2%	-29%	2%	-5%
O=c1[nH]c(NC2CCCCC2)c([N+](=O)[O-])c(=O)[nH]1	11%	-5%	3%	5%	5%	x	2%	-2%
COc1ccc(S(=O)(=O)Nc2ccccc2C(=O)NCc2ccco2)cc1Br	x	1%	-21%	-11%	2%	-23%	-13%	-5%
Cc1cc(C)cc(NC(=O)c2cccc(C(=O)Nc3cc(C)cc(C)c3)c2)c1	x	u	-5%	-5%	-4%	x	-19%	x
CCOC(=O)Cn1nnnc1CN(Cc1ccc(OC)cc1)Cc1cc2cc(C)ccc2[nH]c1=O	-1%	0%	-8%	-11%	15%	12%[1.9 µM]	5%	i
Cc1ccc(S(=O)(=O)C(C)C(=O)c2ccc3c(c2)OCCO3)cc1 (configuration not stated)	x	1%	-6%	-9%	4%	-3%	1%	i
O=C(NCc1ccc(F)cc1)c1ccc(CS(=O)Cc2ccc(Cl)cc2)o1 (configuration not stated)	x	-2%	-19%	-10%	7%	x	-4%	x
CCn1cc(C(=O)NCc2ccccc2OC)c(=O)c2ccc(C)nc21	2%	-3%	-1%	-7%	5%	2%	-6%	2%
Cc1cccc(C2=N/C(=C\c3cccnc3)C(=O)O2)c1	7%	2%	-5%	-13%	5%	12%[10 µM]	-2%	-2%
CC(=O)c1ccccc1N(C(=O)c1ccco1)C(C(=O)NC1CCCC1)c1ccc(N2CCOCC2)cc1 (configuration not stated)	3%	-3%	-8%	-6%	-5%	-5%[10 µM]	4%	i
Cc1nnsc1SCCNC(=O)c1ccc(F)cc1	4%	-2%	-2%	-6%	2%	1%[10 µM]	-3%	8%
Cc1[nH]c2ccccc2c1C(=O)CSc1nc2ccccc2c(=O)n1CCCN1CCOCC1	x	0%	u	-1%	u	-89%[inhibitor]	-3%	12%
CCCCCc1nc2c(c(=O)c3ccccc3n2C)c(=O)n1Cc1ccc(OC)cc1	-4%	1%	-1%	-15%	-6%	-8%[10 µM]	0%	i
C=CCOCCN(CCOCC=C)C1=NS(=O)(=O)c2ccccc21	1%	0%	-17%	-11%	1%	-6%[10 µM]	-11%	-3%
COc1ccccc1NC(=O)CCC(=O)Nc1ccccc1OC	-11%[11.4 µM]	-1%	3%	2%	-2%	-11%	-9%	-4%
CCc1nnc(NC(=O)CCC(=O)N2CCN(C3CCCCC3)CC2)s1	2%	0%	1%	-3%	1%	-1%[0.074 µM]	-2%	-8%
Cc1c(C(=O)NCc2ccccc2Cl)sc2nc3n(c(=O)c12)CCC3	x	-32%	u	-6%	2%	x	-2%	x

An excerpt from above, showing only TRb-SRC2 inh.
Structure	TRb-SRC2 inh
CCOC(=O)c1ccc(NC(=O)CC2C(=O)OCCN2CC)cc1 (configuration not stated)	-5%&-6%
Cc1cccc(C(=O)NC(=O)Nc2c(C)cc(C)nc2C)c1	2%
O=c1[nH]c(NC2CCCCC2)c([N+](=O)[O-])c(=O)[nH]1	2%
COc1ccc(S(=O)(=O)Nc2ccccc2C(=O)NCc2ccco2)cc1Br	-13%
Cc1cc(C)cc(NC(=O)c2cccc(C(=O)Nc3cc(C)cc(C)c3)c2)c1	-19%
CCOC(=O)Cn1nnnc1CN(Cc1ccc(OC)cc1)Cc1cc2cc(C)ccc2[nH]c1=O	5%

Screens deposited in PubChem BioAssay by National Center for Advancing Translational Sciences (NCATS).
